Assay outcomes deposited in PubChem BioAssay by National Center for Advancing Translational Sciences (NCATS).
Tau fluor cs = counter-screen for tau fibril formation inhibitors; tau K18 P301L Alexa594 fluorescence, heparin fibrillization; Potency, µM (top dose mostly 57.7 µM), for the others: at the top dose activity change, negative = decrease; hit rate 0.93% among 280,000; AID 1463; also: % is scaled to controls: 0 for no effect and ±100 for the full control effect; nearly all actives have a fitted effect of over 55% in size
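Human tau K18 P301L (15 uM unlabeled, 0.24 uM Alexa 594-labeled) in 100 mM sodium acetate pH 7 with 20 uM heparin, 6 hr at 37 C. ThT 30 uM added, 1 hr ambient; Alexa 594 FP and total fluorescence read at 555/632 nm.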
GAA spleen mod = lysosomal alpha-glucosidase (human) modulation; Potency, µM (highest dose often 79.9 µM), inactives show at the highest dose activity change, negative = inhibition, hits mostly inhibitors; human spleen homogenate, 4-MU-alpha-glucoside fluorescence; hit rate 0.006% among 240,000;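 also: 0% = enzyme with vehicle and -100% = no enzyme basal signal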
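Human spleen homogenate (1 ug) with 4-methylumbelliferyl-alpha-D-glucopyranoside (1 mM final) in 50 mM citrate/phosphate pH 5.0, 0.01% Tween-20; 40 min at 37 C. Stopped at pH 10; 4-MU fluorescence Ex 365/Em 440 nm; AC50 by Hill fit.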
GAA inh = blocks human lysosomal alpha-glucosidase; P10253; Potency, µM (doses to about 76.9 µM), for the others: at the highest dose activity change, negative = inhibition, hits mostly inhibitors; purified human GAA, 4-MU-alpha-glucoside fluorescence; hit rate 0.005% among 200,000;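 also: plate controls were uninhibited enzyme wells for no effect and no-enzyme background for full effect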
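Fluorescence at Ex 365/Em 440 nm from 4-methylumbelliferone reported enzyme activity after 20 min at room temperature. Reactions used 4 nM enzyme and 400 uM substrate at pH 5.0; curves fitted with the Hill equation.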
GLA spleen mod = inhibits or activates alpha-galactosidase in human spleen homogenate; P06280; hit rate 0.008% among 240,000; AID 2107; human spleen homogenate, 4MU-alpha-Gal fluorescence, 40 min; Potency, µM (highest dose often 80 µM), for the others: at the highest dose activity change, negative = inhibition, hits mostly inhibitors;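 also: 0% = enzyme with vehicle and -100% = no enzyme basal signal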
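Spleen homogenate 1 ug + cpd (titration) + 4-MU-alpha-D-galactopyranoside 1 mM; 37C 40 min; 50 mM citrate/phosphate pH 5.0, 0.01% Tween-20; stop pH 10; fluorescence 365/440; AC50 via Hill.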
GAA glycogen mod = inhibitors or activators of human alpha-glucosidase glycogen cleavage | P10253 | recombinant GAA, glycogen substrate, Amplex Red glucose oxidase fluorescence | Potency, µM (highest dose often 76.4 µM), for the others: at the top dose activity change, negative = inhibition, most hits filed as inhibitors | hit rate 0.38% among 300,000;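 also: 0% = full enzyme reaction and -100% = no-enzyme basal signal; the screen sought inhibitors and activators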
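qHTS, 1536-well; enzyme 4 nM final; cpd up to 77 uM; substrate bovine liver glycogen 30 ug; 50 mM citrate/phosphate pH 5.0, 0.01% Tween-20; 37 C, 40 min; Amplex Red detection 45 min RT; Hill fit → AC50.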
NPSR antag = antagonists of human neuropeptide S receptor cAMP signaling; CHO-NPSR cells, cAMP TR-FRET, antagonist mode; Potency, µM (highest dose often 38.3 µM), inactives show at the top dose activity change, negative = inhibition, most hits filed as inhibitors; Q6W5P4; hit rate 1% among 220,000; also: % is scaled to controls: 0 for no effect and ±100 for the full control effect; nearly all actives have a fitted effect of over 50% in size; many of its hits are not listed in these tables
Target sequence (Q6W5P4 whole entry, looked up): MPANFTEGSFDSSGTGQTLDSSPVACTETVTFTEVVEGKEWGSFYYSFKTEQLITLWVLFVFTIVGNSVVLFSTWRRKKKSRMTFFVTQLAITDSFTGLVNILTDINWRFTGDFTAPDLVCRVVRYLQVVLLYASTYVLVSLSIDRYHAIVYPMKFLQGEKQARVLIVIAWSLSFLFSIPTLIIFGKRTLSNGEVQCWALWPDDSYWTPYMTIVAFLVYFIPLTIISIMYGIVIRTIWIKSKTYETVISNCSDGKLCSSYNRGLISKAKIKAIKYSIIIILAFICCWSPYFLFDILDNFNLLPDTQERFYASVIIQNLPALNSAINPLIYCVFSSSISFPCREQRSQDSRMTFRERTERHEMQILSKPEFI
Epigenetic derep = regulators of epigenetic silencing causing reporter derepression in mouse cells. murine LDR cells, GFP reporter derepression, 30 h. hit rate 0.2% among 280,000. Potency, µM (doses to about 53.9 µM), inactives show top-dose GFP activation, most hits filed as activators; also: % of control where 0% means no effect; nearly all actives have a fitted effect of over 60% in size
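Readout is the number of GFP-expressing murine LDR cells, counted by cytometry following washing. Cells were treated with compound for 30 h at 37 C; the stably integrated CMV-GFP locus is normally silent.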
ALDH1A1 inh = inhibitors of human aldehyde dehydrogenase 1A1; Potency, µM (top dose mostly 75.3 µM), inactives show at the highest dose activity, negative = inhibition, most hits filed as inhibitors; AID 1030; hit rate 7.3% among 220,000; Purified ALDH1A1, NADH fluorescence, propionaldehyde substrate; active = well fitted inhibition curve with a large enough effect, not every such curve was filed as active; inconclusive = small, poorly fitted or top-dose-only effect, or another doubt; inactive = no such curve, though single readings can be large or run the other way;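 also: plate controls were no enzyme wells and a reference inhibitor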
Target sequence (P00352 whole entry, looked up): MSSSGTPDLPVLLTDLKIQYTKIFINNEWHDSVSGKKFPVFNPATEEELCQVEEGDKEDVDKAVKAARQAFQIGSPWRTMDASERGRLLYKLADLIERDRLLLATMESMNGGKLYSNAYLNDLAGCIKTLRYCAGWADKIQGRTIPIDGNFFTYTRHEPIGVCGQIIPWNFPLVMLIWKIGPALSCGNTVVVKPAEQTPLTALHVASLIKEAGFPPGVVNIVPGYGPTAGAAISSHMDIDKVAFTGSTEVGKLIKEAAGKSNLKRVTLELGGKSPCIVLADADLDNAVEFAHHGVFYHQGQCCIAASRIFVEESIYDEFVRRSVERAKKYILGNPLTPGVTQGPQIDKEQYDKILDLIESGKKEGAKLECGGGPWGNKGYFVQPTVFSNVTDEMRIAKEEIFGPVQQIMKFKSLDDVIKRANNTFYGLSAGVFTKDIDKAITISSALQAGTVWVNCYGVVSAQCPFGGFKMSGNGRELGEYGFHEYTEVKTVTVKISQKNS
An asterisk follows results filed as active; ? = inconclusive; . = not tested or not shown; & = joins results of further samples; [ ] = another dose, or the depositor's remark. Unless noted, calls follow the shape of the dose curve; as a rule, active = well fitted curve in the direction sought with a large enough effect; inconclusive = small, poorly fitted or top-dose-only effect, or another doubt; inactive = no such curve, though single readings can be large; an effect the other way counts as inactive or inconclusive. Potency is read from the fitted curve at half-maximal effect. These rows are one share of the data; rates above refer to the full screens.

mol | Tau fluor cs | GAA spleen mod | GAA inh | GLA spleen mod | GAA glycogen mod | NPSR antag | Epigenetic derep | ALDH1A1 inh
Cc1cc(C)nc(CCNC(=O)c2cc(COc3c(F)cccc3F)on2)n1 | -2% | -10% | 4% | -6% | 7% | 10% | -2.0% | -13%
O=C(O)c1ccc(NC(=O)C2CCCCC2)cc1 | -5% | -12% | ? | 0% | 4% | 1%[46.1 µM] | 0.9% | 16%
Cc1nnc(Sc2c(-c3ccccc3)c3ccc(Cl)cc3[nH]c2=O)s1 | -11% | -3% | 6% | 9% | 5% | -25%[46.1 µM] | -1.1% | ?
Cc1ccc(-c2csc(NC(=O)C3=COCCO3)n2)cc1 | -20% | -6% | -1% | -4% | -5% | -8% | 1.0% | 2%
Cc1ccc(C2C(=O)N(C3CCCC3)CC(=O)N2C2CCCCC2)cc1 (stereo unspecified) | -7% | -3% | -6% | -5% | 3% | -27%[46.1 µM] | -0.3% | 2%
Cc1[nH]c(=O)[nH]c(=O)c1/C=N/NC(=O)[C@H](C)NC(=O)OC(C)(C)C | 0% | 5% | -4% | ? | 8% | -7%[46.1 µM] | -1.1% | 0%
COc1ccc(CC(=O)N2CCN=C2SCc2cccc([N+](=O)[O-])c2)cc1 | ? | 1% | -12% | 1% | -15% | -26% | -3.6% | ?
C[N+](C)=C1SCC(C)(/C=N/O)S1 (stereo unspecified) | -8% | 0% | . | 1% | -3% | 15% | -2.6% | .
CCN1C(=O)/C(=C\c2ccncc2)SC1=Nc1ccc(C)c(C)c1 | -9% | -1% | -8% | -1% | 6% | ? | 1.6% | ?
COc1ccc(N2C(=O)CC(Sc3nc(C)cc(C)c3C#N)C2=O)cc1 (stereo unspecified) | 1% | -3% | -8% | 5% | -8% | -1%[46.1 µM] | -2.0% | ?
O=C(NC1=NCCS1)c1nc(-c2ccccc2)n(-c2ccccc2)n1 | 1% | -6% | 8% | -3% | 1% | -11%[46.1 µM] | -0.8% | 2%
O=C(CCC(=O)c1ccc(F)cc1)Nc1ccccc1Cl | 3% | -1% | -8% | 7% | 7% | 11% | -1.6% | -1%
Clc1ccc(Cc2ccccc2)nn1 | -6% | -8% | -13% | 0% | -12% | 5%[46.1 µM] | 1.0% | ?
COc1ccc(S(=O)(=O)Nc2ccc(CC#N)cc2)cc1 | -1% | -6% | -2% | 3% | -2% | -8%[46.1 µM] | -1.0% | -8%
Cc1ccc(-c2nnc(SCC(=O)Nc3ccccc3F)o2)cc1 | -8% | -5% | -8%[15.4 µM] | -3% | 8% | -6%[46.1 µM] | 0.0% | 10%
CCc1ccc(N(C)S(=O)(=O)c2ccc3[nH]cc(C(=O)NCCN4CCOCC4)c(=O)c3c2)cc1 | ? | -1% | 7% | -6% | -8% | -28%[46.1 µM] | 0.2% | 22µM*
Clc1ccc2c(N3CCCC3)ccnc2c1 | -6% | -3% | -4% | -4% | 5% | 2%[46.1 µM] | 0.0% | 9%
Cc1cc(C(=O)c2cccs2)c(N)s1 | ? | -2% | 0% | -4% | -24% | -12%[7.67 µM] | 4.9% | ?
Cc1nc2c3cc(F)ccc3n(Cc3ccc(F)cc3)c2s1 | 6% | 0% | 5% | 11% | 9% | -18% | 2.1% | -10%
O=C(CSCc1ccccc1Cl)Nc1c[nH]c(=O)[nH]c1=O | -3% | 10% | -4% | 11% | 1% | 19% | 0.0% | -1%
Cc1noc(C)c1COC(=O)c1ccc(S(=O)(=O)NCc2ccco2)cc1 | -17% | 8% | 0% | 6% | 3% | -11%[7.67 µM] | -2.5% | ?
O=c1c2cccnc2nc2n1CCCCC2 | -6% | 3% | 0% | 1% | 18% | 14% | 1.1% | -3%
Cc1cc(=O)[nH]c(Nc2cccc(C(F)(F)F)c2)n1 | -1% | 2% | -3% | 15% | 1% | 5%[7.67 µM] | 2.9% | 5%
COc1ccc(C(=O)NC2CCN(CC(=O)Nc3cccc(C)c3)CC2)cc1OC | 2% | -1% | -1% | -8% | 4% | -6%[46.1 µM] | 2.4% | 6%
COc1ccc(N2C(=O)C3CCCN3C2c2ccccc2)cc1Cl (stereo unspecified) | -1% | -12% | 0% | -16% | 8% | -9%[46.1 µM] | -0.4% | ?
O=C(NCc1cccnc1)C(=O)C1C(=O)Nc2ccccc21 (stereo unspecified) | 8% | 1% | -1% | 4% | 3% | -12% | 7.7% | ?
CCCCCc1cc(=O)oc2c(C(CCN3CCCC(C)C3)c3cc(OC)c(OC)c(OC)c3)c(OC)cc(OC)c12 (stereo unspecified) | -14% | 3% | . | -2% | -1% | 6.3µM* | 1.1% | .
COc1cccc(NC(=O)NC2CCN(Cc3nnnn3Cc3ccc(F)cc3)CC2)c1 | -14% | -6% | -6% | 0% | -3% | -12%[46.1 µM] | 0.0% | -15%
CC(/C=C/c1ccccc1F)=N\NC(=O)c1ccccc1 | -8% | 1% | -2% | 1% | 0% | -3% | 0.3% | -1%
COc1ccc(N(C)C(=O)c2oc(=O)c3ccccc3c2-c2ccc(C)cc2)c(OC)c1 | -25%&-11% | 1% | . | -1% | -3% | ? | -2.4%&-1.9% | .
COc1cccc(-n2c(CN3CCN(c4ccccn4)CC3)nc3ccc([N+](=O)[O-])cc3c2=O)c1 | -22% | -9% | -12% | -2% | 4% | -10% | -10% | ?
Cc1ccc(C(=O)c2no[n+]([O-])c2C(=O)c2ccc(C)cc2)cc1 | -29% | -3% | -1% | 9% | 0% | -17% | 2.1% | 0.5µM*
O=C(CN(c1cccc(C(F)(F)F)c1)S(=O)(=O)c1ccc(Cl)c([N+](=O)[O-])c1)NCc1ccc(F)cc1 | ? | -2% | -8% | -1% | -2% | ? | 3.8% | ?
FC(F)(F)c1cc(-c2ccccc2)nc(N2CCCCCC2)n1 | -9% | 0% | -1% | 2% | 7% | -1%[46.1 µM] | -1.0% | 3%
C[C@@H]1NC(=O)c2cc([N+](=O)[O-])cc(I)c2OCC[C@@H](C(N)=O)NC(=O)[C@H](CCC(=O)O)NC1=O | -5% | 0% | 0% | 8% | 2% | 10% | -1.8% | -2%
O=C(NC1CCCc2ccccc21)c1ccc(S(=O)(=O)N2CCOCC2)cc1 (stereo unspecified) | -11% | -9% | -3% | 5% | 5% | -2% | 1.3% | -8%
O=C(NC(=S)N(CC1CCC1)CC1CCCO1)c1cccc([N+](=O)[O-])c1 (stereo unspecified) | -8% | -10% | 4% | -2% | -7% | 12% | 0.0% | ?
Cc1cccc(CN2CCN(Cc3cccc4nonc34)CC2CCO)n1 (stereo unspecified) | -5% | -1% | 1% | 4% | -6% | -3% | 3.4% | ?
CCOc1ccccc1NC(=O)/C=C/C(N)=O | 0% | 4% | -7% | -2% | 10% | -8%[46.1 µM] | -0.9% | -15%
CCCCC(=O)N(c1ccc(OCC)cc1)C1C=CS(=O)(=O)C1 (stereo unspecified) | 6% | -13% | -4% | -11% | -9% | -6%[46.1 µM] | -1.0% | -7%
Clc1ccc(-c2nnc(-c3ccccc3)o2)c(Cl)c1 | -5% | -20% | -5% | -1% | -2% | ? | 7.6% | 32µM*
COC(=O)c1ccc(OCCOCCOc2cccc3ccc(C)nc23)cc1 | -13% | 1% | 0% | -1% | 6% | -2% | 5.2% | ?
CCOc1ccc(Cl)cc1CNCCNCCO | 2% | 4% | -13% | 1% | 7% | -5%[46.1 µM] | 1.2% | 0%
Cc1cc(=O)oc(C)c1C(=O)OCC(=O)c1ccccc1 | -1% | 16% | -2% | 14% | -5% | -1%[46.1 µM] | -2.6% | 16µM*
CC(=O)Nc1ccccc1NC(=O)c1ccccc1 | 2% | 3% | 3% | 11% | -2% | 7% | -0.7%[10.1 µM] | -6%
COc1cccc(OCCCCN2CCCCC2)c1 | 9% | -3% | 1% | -5% | 2% | -7%[46.1 µM] | -7.0% | -18%

A second format for part of the listing above:
Sequence of screens: Tau fluor cs | GAA spleen mod | GAA inh | GLA spleen mod | GAA glycogen mod | NPSR antag | Epigenetic derep | ALDH1A1 inh
- O=C(NC(=S)N(CC1CCC1)CC1CCCO1)c1cccc([N+](=O)[O-])c1 (stereo unspecified)
    -8% | -10% | 4% | -2% | -7% | 12% | 0.0% | ?
- Cc1cccc(CN2CCN(Cc3cccc4nonc34)CC2CCO)n1 (stereo unspecified)
    -5% | -1% | 1% | 4% | -6% | -3% | 3.4% | ?
- CCOc1ccccc1NC(=O)/C=C/C(N)=O
    0% | 4% | -7% | -2% | 10% | -8%[46.1 µM] | -0.9% | -15%
- CCCCC(=O)N(c1ccc(OCC)cc1)C1C=CS(=O)(=O)C1 (stereo unspecified)
    6% | -13% | -4% | -11% | -9% | -6%[46.1 µM] | -1.0% | -7%
- Clc1ccc(-c2nnc(-c3ccccc3)o2)c(Cl)c1
    -5% | -20% | -5% | -1% | -2% | ? | 7.6% | 32µM*
- COC(=O)c1ccc(OCCOCCOc2cccc3ccc(C)nc23)cc1
    -13% | 1% | 0% | -1% | 6% | -2% | 5.2% | ?
- CCOc1ccc(Cl)cc1CNCCNCCO
    2% | 4% | -13% | 1% | 7% | -5%[46.1 µM] | 1.2% | 0%
- Cc1cc(=O)oc(C)c1C(=O)OCC(=O)c1ccccc1
    -1% | 16% | -2% | 14% | -5% | -1%[46.1 µM] | -2.6% | 16µM*
- CC(=O)Nc1ccccc1NC(=O)c1ccccc1
    2% | 3% | 3% | 11% | -2% | 7% | -0.7%[10.1 µM] | -6%
- COc1cccc(OCCCCN2CCCCC2)c1
    9% | -3% | 1% | -5% | 2% | -7%[46.1 µM] | -7.0% | -18%
